# SARS 3CLpro inh: SARS-CoV 3CLpro protease inhibitors, primary screen, biochemical, quenched FRET | Replicase polyprotein 1ab (Severe acute respiratory syndrome coronavirus), P0C6X7 | recombinant SARS-CoV 3CLpro, quenched FRET peptide cleavage | inhibition, % at 6 µM | 290,000 compounds, 0.14% hits | AID 1706, 2009; in the data active means inhibition above about 12%
# Rv3671c protease: Rv3671c serine protease inhibitors, primary screen, biochemical, fluorescence polarization, M. tuberculosis H37Rv; P9WHR9; AID 2606, 2010; inhibition, % at 5.96 µM; 320,000 compounds, 0.048% hits; in the data active means inhibition above about 38%;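 further: extracellular domain of Rv3671c used as enzyme; 0% = enzyme with DMSO and 100% = no enzyme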
# Anthrax LF inh2: Bacillus anthracis LF protease inhibitors, primary screen, biochemical, multiplex microsphere, MLPCN library; 360,000 compounds, 0.12% hits; inhibition, % at 10 µM; AID 588501, 2011; multiplex microsphere protease cleavage assay; Lethal factor (Bacillus anthracis), P15917; in the data active means inhibition above about 30%; further: plate controls were buffer without enzyme for full effect and enzyme alone for no effect
# Target sequence (P15917 whole entry, looked up): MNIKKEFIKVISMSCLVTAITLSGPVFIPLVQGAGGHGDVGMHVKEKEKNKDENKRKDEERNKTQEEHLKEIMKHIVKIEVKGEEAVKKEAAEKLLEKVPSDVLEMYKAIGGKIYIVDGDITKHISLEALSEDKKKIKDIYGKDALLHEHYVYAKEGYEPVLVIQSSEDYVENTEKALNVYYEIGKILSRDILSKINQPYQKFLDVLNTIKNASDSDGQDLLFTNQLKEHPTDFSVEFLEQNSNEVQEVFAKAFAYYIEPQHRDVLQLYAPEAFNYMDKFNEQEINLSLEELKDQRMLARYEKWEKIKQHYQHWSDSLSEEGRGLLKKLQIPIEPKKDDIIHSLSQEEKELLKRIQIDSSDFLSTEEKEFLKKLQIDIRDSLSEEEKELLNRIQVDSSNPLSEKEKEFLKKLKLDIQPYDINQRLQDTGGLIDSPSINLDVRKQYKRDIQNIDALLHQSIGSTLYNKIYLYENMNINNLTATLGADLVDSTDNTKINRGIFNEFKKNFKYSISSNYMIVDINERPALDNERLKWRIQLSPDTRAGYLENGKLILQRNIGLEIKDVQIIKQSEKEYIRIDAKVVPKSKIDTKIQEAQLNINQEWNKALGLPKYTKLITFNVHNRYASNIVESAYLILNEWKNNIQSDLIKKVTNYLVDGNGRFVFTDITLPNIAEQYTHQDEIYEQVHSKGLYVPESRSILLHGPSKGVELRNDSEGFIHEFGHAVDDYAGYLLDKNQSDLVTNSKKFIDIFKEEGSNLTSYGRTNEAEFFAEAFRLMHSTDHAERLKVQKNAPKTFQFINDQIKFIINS
# MazEF act: activators of E. coli MazEF toxin-antitoxin RNase, primary screen, biochemical, fluorescence, uHTS. Endoribonuclease toxin MazF (Escherichia coli (strain K12)), P0AE70. activation, % at 20 µM. AID 504720, 2011. FAM/BHQ RNA-DNA oligo cleavage fluorescence, 5 h. 350,000 compounds, 0.32% hits; in the data active means activation above about 50%
# Target sequence (P0AE70 whole entry, looked up): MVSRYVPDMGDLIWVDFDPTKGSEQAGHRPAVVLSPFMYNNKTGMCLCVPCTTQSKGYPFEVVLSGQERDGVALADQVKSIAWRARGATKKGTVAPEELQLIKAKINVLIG
# Y pestis TopoI: Yersinia pestis topoisomerase I inhibitors, primary screen, biochemical, cleavage product accumulation, plate reader, single point; activity, % at 10 µM; Y. pestis Topo-I cleavage product accumulation; DNA topoisomerase I (Yersinia pestis CO92); 360,000 compounds, 0.064% hits; in the data active means activity above about 50%, passing the limit was not always enough; further: inactives centre near 2
# PfHsp40 yeast: rescue of yeast from PfHsp40 toxicity, primary screen, S. cerevisiae, ATP luminescence; S. cerevisiae expressing PfHsp40, growth rescue; growth rescue, % at 12.5 µM; 340,000 compounds, 0.68% hits; in the data active means growth rescue above about 28%, passing the limit was not always enough;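 further: yeast W303a lacking pdr1 and pdr3 grown in galactose medium; growth measured after three days at 30 °C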
# BH1578 lux ind: inducers of Vibrio cholerae quorum light production without autoinducers, primary screen, BH1578 luxS cqsA deficient, single point; activation, % at 18.7 µM; 350,000 compounds, 0.16% hits; V. cholerae BH1578 lux reporter, luminescence, 6 h; in the data active means activation mostly above about 9.7%, no sharp cut-off; further: not every result past the cut was called active; inactives centre near 0; reference of the scale not given here
# PriA SSB inh: inhibitors of Klebsiella pneumoniae PriA binding to SSB C-terminal tail, primary screen, biochemical, AlphaScreen; PriA–SSB C-terminal tail interaction (Klebsiella pneumoniae); AlphaScreen SSBct-PriA binding, biotinylated peptide; AID 1272365, 2023; 430,000 compounds, 0.6% hits; inhibition, % at 33 µM; in the data active means inhibition mostly above about 37%, no sharp cut-off; inactive means mostly below about 20%;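 further: plate controls were negative control peptide for no effect and reference peptide for full effect; strong numbers were not always called active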
# TcdB inh: TcdB glycohydrolase inhibitors, primary screen, biochemical, single point, plate reader; Toxin B (Clostridioides difficile), P18177; TcdB glycohydrolase enzymatic assay; inhibition, % at 9.99 µM; 350,000 compounds, 0.24% hits; AID 652162, 2013; in the data active means inhibition above about 10%
# DUSP3 inh: VHR1 phosphatase inhibitors, primary screen, biochemical, absorbance, uHTS | recombinant VHR phosphatase, pNPP absorbance | 290,000 compounds, 0.52% hits | AID 1654, 2009 | Dual specificity protein phosphatase 3 (Homo sapiens), P51452 | inhibition, % at 13.3 µM; in the data active means inhibition above about 50%; further: some compounds called inactive have numbers as strong as hits
# * marks the source's active call; other numbers are inactive results; i = inactive; / = not tested or not shown. Not all compounds are listed; rates above refer to the full screens.
Compound	DUSP3 inh	Rv3671c protease	TcdB inh	Y pestis TopoI	Anthrax LF inh2	BH1578 lux ind	SARS 3CLpro inh	PriA SSB inh	MazEF act	PfHsp40 yeast
O=C(NCCc1ccccc1)c1ccc(S(=O)(=O)N2CCCCC2)cc1	/	/	0.2	23	0	-1.1	/	/	-5	/
Cc1ccccc1CC(=O)Nc1cccc(S(=O)(=O)N2CCCC2)c1	/	-5	0.3	-5	6	-0.2	/	1	-2	-0.7
O=C(C[n+]1ccccc1)N/N=C/c1ccccc1[N+](=O)[O-]	2	1	-0.1	-1	-8	1.4	-1	/	1	-0.4
CN(CCCNC(=O)C1CCN(S(=O)(=O)c2cccc3nsnc23)CC1)Cc1ccccc1	23	-2	/	-4	1	i	-5	-10	0	1.0
CCCCN(C)C(=O)c1nc2ccccn2c1CN1CCN(C(=O)c2cccs2)CC1	13	2	0.4	0	0	i	3	-4	6	1.1
CCOC(=O)N1CCN(Cc2nc3ccc([N+](=O)[O-])cc3c(=O)n2-c2ccc(OC)cc2OC)CC1	22	3	2.6	15	-6	i	-8	-2	12	-0.9
Cc1occc1C(=O)Nc1cc(S(=O)(=O)N2CCOCC2)ccc1OC(C)C	/	-3	0.6	3	-11	i	/	/	-19	-1.2
CC(C)N1CCC1(C)C(=O)Nc1nc2ccccc2[nH]1 (stereo not given)	/	/	2.1	2	2	4.5	/	/	/	/
COC(=O)C1=C(c2ccc(Cl)c(C(F)(F)F)c2)C[C@@H]2CC[C@H]1N2C(=O)NCCCOC(C)C	/	-4	/	14	-1	2.9	/	-21	2	1.9
O=C(CCNC(=O)c1ccc(Br)cc1)NC1CCCCCC1	/	-2	-2.5	-2	1	i	/	-4	4	1.1
O=C(CN1C(=O)NC2(CCCC2)C1=O)NNC(=O)c1ccccc1	/	0	1.3	-2	-1	-1.1	/	14	-1	1.0
COc1ccccc1Oc1ccccc1C(=O)O	6	1	0.4	-1	1	i	1	-15	0	-1.4
CCCCn1c(/N=C/c2c[nH]c3ccccc23)nc2ccccc21	13	5	/	-8	2	i	-1	/	1	0.3
NCCC1CN(C(=O)OCc2ccccc2)c2ccccc21 (stereo not given)	/	/	1.4	-9	-12	-0.8	/	-16	12	-1.0
C[C@H](NC(=O)Nc1cccc(Br)c1)C(=O)O	17	-3	-0.5	1	-2	-2.8	-3	-7	3	-1.1
Cc1c(N2C(=O)CSC2c2ccco2)c(=O)n(-c2ccccc2)n1C (stereo not given)	9	2	-0.7	1	-8	-0.3	-2	-4	3	0.9
CC(=O)N1CCOc2ccc(S(=O)(=O)Nc3ccc(C)cn3)cc21	14	-7	1.3	4	-2	-0.2	-2	2	3	0.0
COc1ccc(S(=O)(=O)N2CCCCCC2)cc1C(=O)N1CCN(c2ccc(F)cc2)CC1	/	/	0.0	17	-7	i	/	-2	-4	-0.3
Cc1[nH]c(C)c2c(=O)[nH]ncc12	17	-14	1.8	8	-27	-0.4	1	-5	4	2.2
Cc1ccc(CNC(=O)C2CC(c3ccccc3[N+](=O)[O-])=NO2)cc1 (stereo not given)	34	-2	1.4	-2	4	i	-2	6	13	-0.3

# (next part)
Compound	DUSP3 inh	Rv3671c protease	TcdB inh	Y pestis TopoI	Anthrax LF inh2	BH1578 lux ind	SARS 3CLpro inh	PriA SSB inh	MazEF act	PfHsp40 yeast
Cc1ccc(C(=O)Nc2cccc(NC(=O)c3cccs3)c2)c(C)c1	-18	-7	0.9	6	-11	i	-2	-14	8	7.4
COCCN1C(=O)C(=O)/C(=C(/O)c2cccc(OC)c2)C1c1ccc(C)o1 (stereo not given)	16	-3	/	6	-1	-0.2	-2	/	2	0.4
O=C(CN1C(=O)NC2(CCOc3ccccc32)C1=O)c1ccc(F)c(F)c1 (stereo not given)	/	3	2.3	4	-4	i	/	5	1	1.7
COC(=O)C(Cc1ccccc1)NCC(=O)Nc1cccc(Cl)c1C (stereo not given)	/	-3	0.0	20	-14	i	-4	-12	4	-2.6
O=C(NCc1ccc2c(c1)OCO2)c1ccc(NC(=O)C2CCCO2)cc1 (stereo not given)	24	-7	/	3	3	-3.8	-2	-6	-8	0.8
COc1ccc(C(CNC(=O)C(CCSC)NC(=O)c2ccccc2Cl)N2CCCCC2)cc1 (stereo not given)	/	6	0.4	2	-1	i	/	9	5	0.3
COc1ccc(C)cc1NC(=O)N1CCC2(CC1)OCCO2	9	-3	0.1	-3	-1	i	1	-9	-4	4.8
Cc1cc(C)cc(C(=O)NC(=S)Nc2ccc(Cc3ccncc3)cc2)c1	1	6	1.3	10	-2	-0.1	-1	13	3	5.4
CC1CN(CCCCN2C(=O)c3ccccc3C2=O)CC(C)O1 (stereo not given)	9	0	0.4	4	-12	-0.2	3	-9	1	0.0
CCn1nc(C(=O)NNC(=O)COc2ccccc2C)c2ccccc2c1=O	-8	-6	0.0	2	-6	-0.6	7	4	3	-0.1
O=c1[nH]nc(Cc2ccccc2)c2ccccc12	-12	-2	/	9	-1	-0.4	0	-4	-1	6.0
Cc1cccc(N2CC(C(=O)Nc3ccc(S(=O)(=O)Nc4nccs4)cc3)CC2=O)c1C (stereo not given)	-35	-2	-1.6	4	15	-2.2	4	4	1	0.9
N#C/C(=C\c1ccc(OCc2ccccc2)cc1)C(=O)Nc1ccc(C(=O)O)cc1	12	3	0.6	/	/	/	4	-9	-6	/
O=C(COC(=O)c1cccs1)c1ccccc1	13	3	/	4	-2	-0.2	-10	-36	1	-1.7
CCNC(=O)C1(C)CCCN(CCOc2ccc(OC)cc2)C1 (stereo not given)	/	/	-1.7	3	-6	i	/	/	/	/
CCn1nc(C)cc1C(=O)N1CCCC(C(=O)c2ccccc2SC)C1 (stereo not given)	-4	5	0.5	1	0	-0.5	2	10	1	-1.0
COc1ccc(OC)c(NS(=O)(=O)c2ccc(-c3coc(C)n3)cc2)c1	5	5	/	9	-3	i	0	-11	1	-0.6
CCN1CCN(CCNC(=O)Nc2ccc([N+](=O)[O-])cc2)CC1	6	5	0.3	3	1	-0.5	5	-1	-1	-0.8
Cc1ccccc1C(=O)NCCCn1ccnc1	22	-5	0.2	1	-1	i	-2	-2	3	-1.5
Cc1ccc2c(c1)C1CN(C)CCC1N2CC(=O)N(C)c1ccccc1 (stereo not given)	-1	-8	-1.2	-8	0	-1.8	3	-3	-2	-1.8

# Next section; the last 3 above are carried over.
Compound	DUSP3 inh	Rv3671c protease	TcdB inh	Y pestis TopoI	Anthrax LF inh2	BH1578 lux ind	SARS 3CLpro inh	PriA SSB inh	MazEF act	PfHsp40 yeast
CCN1CCN(CCNC(=O)Nc2ccc([N+](=O)[O-])cc2)CC1	6	5	0.3	3	1	-0.5	5	-1	-1	-0.8
Cc1ccccc1C(=O)NCCCn1ccnc1	22	-5	0.2	1	-1	i	-2	-2	3	-1.5
Cc1ccc2c(c1)C1CN(C)CCC1N2CC(=O)N(C)c1ccccc1 (stereo not given)	-1	-8	-1.2	-8	0	-1.8	3	-3	-2	-1.8
COc1ccc(NC(=S)N2CCN(C/C=C/c3ccccc3)CC2)cc1	5	7	0.9	1	-2	i	3	8	-13	-1.3
COc1ccc(CCNC(=O)c2ccc(CS(=O)(=O)c3ccc(Cl)cc3)o2)cc1OC	29	-1	/	25	1	-3.8	0	-5	-13	0.7
Cc1cc(C)n(/N=C/c2c[nH]c3ccccc23)c(=O)c1C#N	22	7	-1.5	-2	-1	i	-4	/	-10	1.0
COc1cc(C(C)=O)ccc1OCC(=O)NCc1ccccc1CN1CCCC1	/	/	0.3	-7	-5	-1.1	/	/	3	/
Cc1[nH]c2ccccc2c1SCC(=O)N1CCCCC1	-3	5	4.7	-5	-3	0.7	7	-2	1	3.7
O=C(NCc1ccccn1)Nc1ccccc1C(F)(F)F	6	-8	1.3	-3	/	i	1	-9	12	-1.2
COc1ccc(Cl)cc1NC(=S)N1CCCC1	6	-10	0.9	4	-1	-0.4	-2	-8	6	/
COc1ccc2[nH]c(C)c(C(=O)CN3CCN(C/C=C/c4ccccc4)CC3)c2c1	38	1	/	0	-1	i	-3	5	3	-1.1
COc1ccc(CCn2c(O)c(C3=c4ccccc4=NC3=O)sc2=S)cc1OC	-23	-4	0.2	0	12	0.5	5	-19	17	1.6
NNc1nc(-c2ccccc2)nc2sc3c(c12)CCCC3	28	-4	/	0	-2	i	-1	-11	-3	-0.8
CC[C@@H]1[C@H]2CCCC(=O)N3CC[C@@H](C[C@H]1O)[C@@H]23	/	-2	0.4	-1	-2	i	/	6	8	-1.0
O=C(COc1ccccc1)c1cn(CC(=O)N2CCCC2)c2ccccc12	38	1	1.2	6	0	i	-4	-1	-3	1.0
CCOc1ncccc1C(=O)OCC(=O)NCc1cccs1	/	0	2.1	3	-7	i	/	-5	2	0.0
OCC[C@@H]1C[C@@H](O)[C@H](O)[C@]2(OCCCc3ccccc32)O1	17	-1	1.1	6	2	i	1	-20	11	-0.5
Cc1ccccc1NC(=O)NCC1CCN(Cc2cccc(Cl)c2)CC1	/	-6	0.0	0	3	i	1	-1	13	0.1
Nc1nc(-c2ccccc2)cs1	7	5	/	-2	-3	i	-1	-5	-5	-1.6
O=C(CCc1ccccn1)N1CCCC(N2CCN(c3cccc(C(F)(F)F)c3)CC2)C1 (stereo not given)	-1	-3	0.6	9	-2	i	0	1	-2	-1.5
CCOCCCN(C)C1CCN(C(=O)c2oc3ccccc3c2NC(=O)Cc2ccc([N+](=O)[O-])cc2)CC1	22	-9	0.0	12	1	-0.2	3	19	8	0.0
COC(=O)Cn1c(=NC(=O)C(C)C)sc2c(C)cc(C)cc21	-6	5	0.4	11	8	-0.5	-5	-14	10	-0.4
COc1ccccc1CNS(=O)(=O)c1cc(C(=O)N(C)Cc2cccnc2)c(Cl)cc1Cl	/	/	4.0	17	-10	2.8	/	-12	5	0.5

# More compounds.
Compound	DUSP3 inh	Rv3671c protease	TcdB inh	Y pestis TopoI	Anthrax LF inh2	BH1578 lux ind	SARS 3CLpro inh	PriA SSB inh	MazEF act	PfHsp40 yeast
CCOc1ccccc1N(CC(=O)NC1CCCCC1)C(=O)c1nsc(Cl)c1Cl	16	-5	-0.1	-2	-3	-0.2	4	6	9	0.9
O=C(CC1SC(N2CCCCC2)=NC1=O)Nc1cccc(C(F)(F)F)c1 (stereo not given)	20	4	/	2	-6	3.7	2	-27	4	0.9
CC(=C\c1ccco1)/C=C(\C#N)C(=O)NCCc1c[nH]c2ccccc12	-8	-2	0.5	22	-1	-0.2	-1	15	11	0.3
COc1ccc(CC(=O)NCC(=O)N/N=C/c2c[nH]c3ccccc23)cc1	-2	4	0.0	-2	3	-0.8	1	/	0	0.4
CSCC[C@H](NC(=O)[C@H](Cc1ccccc1)n1c(=O)[nH]c2ccccc2c1=O)C(=O)N1CCC[C@H]1C(=O)O	13	-4	1.6	-2	-5	-0.7	4	-1	1	0.3
COc1ccc(C(C)=O)cc1CC(=O)NCCCn1ccnc1	-17	-10	-0.8	4	-1	-1.5	-9	-7	4	-0.4
CCn1c(Cc2ccccc2)nnc1SCC(=O)NC1CCCC1	-1	-7	0.8	3	-2	-0.4	4	0	0	1.4

# Screening data (PubChem)
